# Cycloheximide cs: affects cycloheximide protein synthesis inhibition readout, counter-screen | cell reporter, cycloheximide protein synthesis inhibition counterscreen | max response, % | actives 12% (n = 300,000) | AID 2314; in the data active = max response mostly above about 13%, no sharp cut-off; inactive = mostly below about 14%; also: read at 38.3 µM for the half of the compounds with a filed dose; 0% is about no effect
# HCMV inh: blocks human cytomegalovirus replication | activity change, negative = inhibition, % at 57.5 µM | HFF cells, HCMV-luciferase reporter, 72 h; active compounds read low | AID 1259415 | actives 4.5% (n = 410,000); in the data active = activity change below about -60%; inconclusive = no clear call, values can overlap the other calls; inactive = above about -39%; also: % is scaled to controls: 0 for no effect and ±100 for the full control effect
#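 Two-dose cell screen: HFF monolayers treated with compounds and infected with luciferase-expressing HCMV at 1 PFU/cell, 72 h at 37C, then lysed for luciferase measurement.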
# AmpC detergent: inhibitors of E. coli AmpC beta-lactamase with detergent; actives 0.041% (n = 370,000); AmpC hydrolysis of nitrocefin, absorbance 480 nm, 0.01% Triton; AID 485294; Potency, µM (highest dose often 114 µM), inactives show top-dose activity change, negative = inhibition, usual class: inhibitors; P00811;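 also: potency is read from the fitted curve at half-maximal effect; 0% = no-compound wells and -100% = no-enzyme wells; nearly all actives have a fitted effect of over 25% in size; some results filed as inactive show a strong effect at the top dose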
# Target sequence (P00811 whole entry, looked up): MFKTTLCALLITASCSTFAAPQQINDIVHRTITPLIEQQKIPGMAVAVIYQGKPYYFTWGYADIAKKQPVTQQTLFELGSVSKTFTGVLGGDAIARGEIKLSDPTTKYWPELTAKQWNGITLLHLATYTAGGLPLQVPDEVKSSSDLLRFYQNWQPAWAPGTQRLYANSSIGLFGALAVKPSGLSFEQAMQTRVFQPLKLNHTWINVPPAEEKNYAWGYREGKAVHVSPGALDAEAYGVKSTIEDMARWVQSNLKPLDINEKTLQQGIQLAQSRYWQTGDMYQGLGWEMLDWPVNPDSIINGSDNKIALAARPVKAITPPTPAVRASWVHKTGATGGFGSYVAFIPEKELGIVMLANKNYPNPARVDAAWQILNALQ
#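 20 mM phosphate pH 7.0 + 0.01% (detergent screen) or 0.0001% Triton X-100; 5.3 nM AmpC reagent; cpd preinc 15 min RT; nitrocefin (800 uM stock) to start; A480 q20 s × 4 min; Activity was normalised to no-enzyme and no-compound control wells.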
# AmpC no deterg: AmpC beta-lactamase inhibition without detergent; AID 485341; Potency, µM (titrated, usually from 57.1 µM), without a hit: at the highest dose activity change, negative = inhibition, hits mostly inhibitors; actives 0.52% (n = 330,000); AmpC nitrocefin hydrolysis, absorbance 480 nm, 0.0001% Triton;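 also: potency is read from the fitted curve at half-maximal effect; plate controls were no compound for no effect and no enzyme for full effect; nearly all actives have a fitted effect of over 20% in size; some results filed as inactive show a strong effect at the top dose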
#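 AmpC (5.3 nM in the dispensed reagent) in 20 mM phosphate pH 7.0 with 0.01% (detergent screen) or 0.0001% Triton X-100 was preincubated with compounds for 15 min at room temperature. Nitrocefin was then added from an 800 uM solution, and hydrolysis was followed at 480 nm.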
# Giardia FBPA inh: Giardia lamblia aldolase inhibition; purified Giardia FBPA; Potency, µM (series often up to 59.6 µM), inactives show at the highest dose activity, negative = inhibition, actives largely listed as inhibitors; actives 0.71% (n = 290,000); AID 2451; also: potency is read from the fitted curve at half-maximal effect; % is scaled to controls: 0 for no effect and ±100 for the full control effect; nearly all actives have a fitted effect of over 55% in size
# Target sequence (A8B2U2 whole entry, looked up): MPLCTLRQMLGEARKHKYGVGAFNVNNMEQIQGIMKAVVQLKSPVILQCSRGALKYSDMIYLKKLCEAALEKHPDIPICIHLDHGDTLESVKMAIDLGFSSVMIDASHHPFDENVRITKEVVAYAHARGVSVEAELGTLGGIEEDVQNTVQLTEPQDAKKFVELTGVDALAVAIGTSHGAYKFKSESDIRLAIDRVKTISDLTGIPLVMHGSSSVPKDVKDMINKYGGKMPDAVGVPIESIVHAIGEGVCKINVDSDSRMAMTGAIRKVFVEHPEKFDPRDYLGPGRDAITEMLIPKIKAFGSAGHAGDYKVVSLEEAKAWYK
#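 Giardia FBPA (40 nM reagent) was preincubated 10 min at RT with compound (up to 57.5 uM final), then substrate plus GAPDH/TPI/NAD/arsenate coupling system with diaphorase/resazurin was added; resorufin fluorescence (525/598 nm) was read after 20 min.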
# AMA1 RON2 block: disrupts binding of P. falciparum AMA1 to RON2 | AlphaScreen AMA1-biotinylated RON2 peptide binding | Potency, µM (doses to about 58.2 µM), without a hit: at the top dose activity change, negative = inhibition, hits mostly inhibitors | actives 0.2% (n = 360,000);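 also: potency is read from the fitted curve at half-maximal effect; 0% = vehicle wells and -100% = peptide control; nearly all actives have a fitted effect of over 45% in size; some results filed as inactive show a strong effect at the top dose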
#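 AMA1 (3D7) with his tag at 25 nM final met compounds first, then biotinylated RON2 peptide at 25 nM; detection used donor plus acceptor beads, 10 µg/mL apiece, read by AlphaScreen after 30 min at room temperature.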
# Shiga inhibitor: Shiga toxin inhibition; Vero cells, Shiga toxin protein synthesis inhibition reporter; inhibition, % at 38.7 µM; actives 9.2% (n = 290,000); AID 2315; in the data active = inhibition mostly above about 28%, no sharp cut-off; inactive = mostly below about 43%; also: 0% is about no effect
# * marks the source's active call; other numbers are inactive results; ? = inconclusive; / = no result given; [ ] = another dose, or the depositor's remark. Unless noted, calls follow the shape of the dose curve; as a rule, active = well fitted curve in the direction sought with a large enough effect; inconclusive = small, poorly fitted or top-dose-only effect, or another doubt; inactive = no such curve, though single readings can be large; an effect the other way counts as inactive or inconclusive. Compounds as they come; overall some 16% were active at least once.
# The line under a structure holds: Cycloheximide cs	HCMV inh	AmpC detergent	AmpC no deterg	Giardia FBPA inh	AMA1 RON2 block	Shiga inhibitor
1. COc1ccc(CN(C)Cc2cc(=O)oc3cc(C)c(C(C)C)cc23)cc1OC
 : -0.7	-12.5	-3.2%	61.4%[activator]	11.2%	-9.3%	-13.0
2. Cc1ccc(NC(C)C(=O)N/N=C/c2ccc([N+](=O)[O-])s2)cc1 (stereo not given)
 : -1.4	-70.0*	?	-19.9%	0.5%	-17.4%	-8.6
3. Cn1nc(C(C)(C)C)c(NC(=O)c2cccs2)c1C(C)(C)C
 : -1.1	-33.2	1.1%	-13.2%	1.8%	-7.8%	20.7
4. CC(C)c1ccc(NC(=O)c2cc([N+](=O)[O-])ccc2N2CCOCC2)cc1
 : -3.0	?	?	-13.9%	/	-12.2%	-1.6
5. CC1CCN(S(=O)(=O)c2ccc(NC(=O)Cc3cccs3)cc2)CC1
 : -3.7	-18.2	?	-46.2%	0.0%	5.2%	-27.1
6. O=S(=O)(c1ccc(N2CCN(Cc3ccc4c(c3)OCO4)CC2)nc1)N1CCOCC1
 : -1.9	0.0	10.1%	2.7%	19.7%	/	31.5
7. O=C(O)c1cccc(Cn2c(Cl)c(/C=N/NC(=O)c3ccc(O)cc3)sc2=O)c1
 : -1.8	0.0	3.3%	-19.7%	11.1%	-11.4%	18.5
8. CCCCNC(=O)Nc1ccccn1
 : 10.1	0.4	4.1%	-12.0%	3.0%	-4.0%	30.8
9. COc1ccc(-c2ccc3c(c2)c(C#Cc2ccsc2)c(-c2cc(OC)cc(OC)c2)n3C)cc1
 : /	9.6	/	-18.3%	/	22.8%	/
10. S=C(Nc1ccc2cn[nH]c2c1)Nc1ccccc1Cl
 : 72.6*	16.1	-3.1%	-29.9%	?	16.6%	51.0*
11. Cc1noc(C)c1C(=O)OC(C(=O)NC1CCCC1)c1ccc(F)cc1 (stereo not given)
 : 0.1	23.4	-9.1%	-3.3%	8.4%	-1.0%	-9.3
12. CCCN(CCC)C(=O)Cn1c(=O)n(CCCCC(=O)NCc2ccco2)c(=O)c2ccccc21
 : 0.9	-0.1	-5.3%	54.4%	3.8%	-0.8%	-8.8
13. Cc1ccnn2c(-c3ccccc3)c3c(=O)n(C)c(=O)n(C)c3c12
 : -1.0	/	-6.8%	0.1%	-1.9%	/	-21.6
14. Cc1ccccc1NC(=O)c1sc2nc3c(c(-c4ccco4)c2c1N)CCC3
 : 9.5	-11.8	-16.6%	-12.3%	-14.8%	0.0%	38.9
15. COc1nc(N)nc(N)c1NS(=O)(=O)c1ccc(C)cc1
 : -1.5	?	-5.3%	86.7%[activator]	/	-4.0%	-23.8

# Structures listed so far that contain a nitro group on carbon (2):
# The line under a structure holds: Cycloheximide cs	HCMV inh	AmpC detergent	AmpC no deterg	Giardia FBPA inh	AMA1 RON2 block	Shiga inhibitor
2. Cc1ccc(NC(C)C(=O)N/N=C/c2ccc([N+](=O)[O-])s2)cc1 (stereo not given)
 : -1.4	-70.0*	?	-19.9%	0.5%	-17.4%	-8.6
4. CC(C)c1ccc(NC(=O)c2cc([N+](=O)[O-])ccc2N2CCOCC2)cc1
 : -3.0	?	?	-13.9%	/	-12.2%	-1.6

# Next part
# The line under a structure holds: Cycloheximide cs	HCMV inh	AmpC detergent	AmpC no deterg	Giardia FBPA inh	AMA1 RON2 block	Shiga inhibitor
16. CCOc1ccccc1CNC(=O)C(C)n1nc(C)c2c(C)n(-c3ccccc3)nc2c1=O (stereo not given)
 : -10.6	?	0.9%	-1.1%	/	-1.2%	-9.5
17. C1CCc2nc3c(nc2C1)CCCC3
 : -1.4	19.2	-2.5%	6.9%	5.8%	20.0%	-9.3
18. CCOc1cc(NC(=S)NCC2CCCO2)c(OCC)cc1NC(=O)c1ccc(F)cc1 (stereo not given)
 : -5.0	-31.5	-11.1%	-14.7%	?	-2.6%	-8.2
19. C=CCc1cc(Cl)ccc1OCCOCCNC(C)CC (stereo not given)
 : 1.5	-11.0	4.0%	24.2%	?	3.5%	11.9
20. O=C(c1csc2c1CCCCC2)N1CCC2(CC1)OCCO2
 : -3.8	21.1	0.0%	2.3%	9.4%	-2.4%	-12.7
21. CCCC(=O)c1ccc(N2CCCCCC2)c(F)c1
 : 39.9*	12.3	-7.9%	-17.2%	-3.5%	24.6%	68.0*
22. COc1ccc2cc3cc(C(=O)N4CCCC(C)C4)oc3nc2c1 (stereo not given)
 : 37.7*	116.4	4.1%	-13.0%	0.4%	-10.6%	82.0*
23. CCOC(=O)C1CCCN(c2c(N3CCN(C)CC3)c(=O)c2=O)C1 (stereo not given)
 : 9.8	-35.2	?	-15.5%	1.7%	15.1%	-15.9
24. Cc1ccc(NC(=O)/C(=C\C=C\c2ccccc2)NC(=O)c2ccccc2)cc1
 : 11.4	?	-1.9%	-24.3%	6.2%	-6.8%	14.9
25. COc1ccc(CCNC(=O)CSc2nc3[nH]ncc3c(=O)n2-c2cccc(C(F)(F)F)c2)cc1OC
 : -1.1	4.0	1.3%	46.7%	2.5%	45.5%[activator]	-6.2
26. Nc1nc2ccccc2n1C(=O)CCc1ccccc1
 : 46.3*	89.2	-4.8%	-5.8%	-0.5%	9.1%	95.2*
27. Cc1c(C(=O)N2CCOCC2)oc2ccc(S(=O)(=O)N3CCCCCC3)cc12
 : -4.1	-2.7	0.4%	/	-3.1%	-22.1%	-21.9
28. O=C(CNCc1ccc(Cl)cc1)N1CCc2ccccc2C1
 : 7.6	17.3	?	0.8%	?	-14.8%	25.1
29. Cc1cc(NC(=O)CN2C(=O)NC3(CCCCC3)C2=O)ccc1N1CCCC1
 : /	-34.3	?	-18.1%	/	-7.9%	/
30. COc1cccc(C(=O)N2CCSC2=S)c1
 : -4.7	27.0	8.2%	-18.5%	-4.3%	8.9%	-16.1

# Compound profiles, from the list above.
# `O=C(CNCc1ccc(Cl)cc1)N1CCc2ccccc2C1` reads Cycloheximide cs = 7.6; HCMV inh = 17.3; AmpC detergent = ?; AmpC no deterg = 0.8%; Giardia FBPA inh = ?; AMA1 RON2 block = -14.8%; Shiga inhibitor = 25.1
# `CCOc1ccccc1CNC(=O)C(C)n1nc(C)c2c(C)n(-c3ccccc3)nc2c1=O` (stereo not given) reads Cycloheximide cs = -10.6; HCMV inh = ?; AmpC detergent = 0.9%; AmpC no deterg = -1.1%; Giardia FBPA inh = /; AMA1 RON2 block = -1.2%; Shiga inhibitor = -9.5
# `COc1ccc2cc3cc(C(=O)N4CCCC(C)C4)oc3nc2c1` (stereo not given) reads Cycloheximide cs = 37.7*; HCMV inh = 116.4; AmpC detergent = 4.1%; AmpC no deterg = -13.0%; Giardia FBPA inh = 0.4%; AMA1 RON2 block = -10.6%; Shiga inhibitor = 82.0*

# Continuation.
# The line under a structure holds: Cycloheximide cs	HCMV inh	AmpC detergent	AmpC no deterg	Giardia FBPA inh	AMA1 RON2 block	Shiga inhibitor
31. C(CNC1C2CC3CC(C2)CC1C3)CN1CCOCC1 (stereo not given)
 : -3.9	-9.1	-11.3%	4.3%	-5.2%	-3.0%	10.0
32. CC(C)CC(=O)Nc1ccc(S(=O)(=O)Nc2nccs2)cc1
 : -4.6	32.2	?	-11.8%	-24.1%	-5.3%	-10.1
33. Cc1ccc(C)c(NC(=S)N2CCC(NC(=O)c3cccc(F)c3)CC2)c1
 : -3.6	6.2	-6.6%	-0.9%	-7.5%	-6.5%	6.6
34. Cc1ccc(C)c(CN2CCC(CNC(=O)Nc3ccc(C)c(F)c3)CC2)c1
 : 1.7	-3.5	-6.1%	-16.9%	-27.8%	-4.2%	9.2
35. Cc1ccc(NS(=O)(=O)c2ccc(-c3coc(C)n3)cc2)c(Br)c1
 : -1.7	-34.3	-6.8%	-30.0%	-2.4%	-13.1%	-11.2
36. COc1ccccc1N(CC(=O)N/N=C(\C)c1cccc(Br)c1)S(C)(=O)=O
 : -5.0	-4.5	2.8%	10.1%	-0.9%	9.6%	-8.6
37. COc1ccc(C(=O)N/C=C/n2cnc3cc(C(F)(F)F)ccc32)cc1
 : -3.8	-8.7	1.0%	17.0%	-0.3%	1.0%	1.8
38. COc1ccc(Nc2nnc(C)c3ccccc23)cc1
 : 29.8*	6.5	-14.7%	-30.2%	-12.6%	13.6%	106.2*
39. Nc1cc(Cl)nc(N/N=C/c2ccccc2[N+](=O)[O-])n1
 : 46.8*	8.0	-7.9%	-15.2%	-14.1%	2.2%	86.6*
40. Cc1ccccc1-c1nnc(SCC(=O)Nc2ccc(Cl)cc2)n1N
 : 11.2	4.6	-2.5%	2.6%	6.8%	-3.2%	0.2
41. Cc1ccccc1C(=O)/C(C#N)=N/Nc1c(C)n(C)n(-c2ccccc2)c1=O
 : -2.7	-87.7*	?	-10.5%	?	-2.0%	-7.0
42. CCOC(=O)c1sc(NC(=O)CSc2n[nH]c(-c3ccncc3)n2)c(C#N)c1C
 : 4.4	7.0	-1.9%	-23.2%	-0.8%	-10.7%	25.5
43. COc1cc(NC2c3ccccc3C(=O)N2Cc2ccccc2Cl)cc(OC)c1 (stereo not given)
 : 0.3	-34.7	-0.3%	-5.3%	-5.0%	-8.3%	-24.8
44. CC(=O)c1ccc(-c2ccc(C(=O)Nc3nc(-c4ccccn4)cs3)o2)cc1
 : /	83.8	/	-47.5%	/	47.6%[activator]	/
45. COc1ccc(-c2noc(CCC(=O)NCc3cccnc3)n2)cc1
 : -4.0	-18.5	?	0.6%	-0.5%	3.8%	-30.8

# (cont.)
# The line under a structure holds: Cycloheximide cs	HCMV inh	AmpC detergent	AmpC no deterg	Giardia FBPA inh	AMA1 RON2 block	Shiga inhibitor
46. O=C(COC(=O)c1ccc[nH]c1=O)Nc1ccc(N2CCCCC2)cc1
 : /	-75.4*	/	-9.4%	/	-1.2%	/
47. COc1ccc2c(c1OC)C(=O)OC2CC(=O)O (stereo not given)
 : -1.1	-33.9	0.9%	-8.0%	3.5%	0.0%	-10.4
48. COc1cc(SC)ccc1C(=O)N1CCN(Cc2ccccc2)CC1
 : -1.9	49.8	-3.3%	67.2%[activator]	4.7%	-2.1%	-13.8
49. Cc1cc(C)c(S(=O)(=O)c2ccc(Cl)cc2C)c(Cl)n1
 : -4.1	-20.3	-1.8%	-10.2%	?	-6.6%	-20.9
50. CCCN(C(=O)/C=C/c1nc2ccccc2s1)C1CCS(=O)(=O)C1 (stereo not given)
 : /	-8.1	5.4%	2.5%	/	-21.3%	/
51. S=c1[nH]nc(COc2cccc(Cl)c2)n1Cc1ccccc1
 : 1.5	-21.1	?	-25.9%	0.0%	53.1%[activator]	-8.5
52. CC1CCCCC1NC(=O)COC(=O)Cc1ccc(Cl)cc1 (stereo not given)
 : /	26.8	1.1%	16.0%	/	-9.0%	/

# Screens as filed in PubChem.
